Screening data deposited in PubChem BioAssay by Broad Institute.
FN deposit inh: inhibitors of fibronectin matrix deposition, primary screen, AH1F cells, Alexa488-fibronectin fluorescence, plate reader; inhibition, % at 12.6 µM; AH1F fibroblasts, overnight; 350,000 compounds, 0.086% hits;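 active = mean inhibition across replicates of 30% or more, regardless of how many single replicates reach that level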;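 note: positive control wells lacked labelled fibronectin entirely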
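Schedule: 1 h cell adhesion before compound, then overnight fibronectin incubation; test system: AH1F fibroblast monolayer depositing Alexa488-labelled fibronectin into matrix; quantity: 10000 AH1F cells per well; probe or stimulus: fluorescent fibronectin at 24 nM final; signal: fluorescence, ex 485 nm, em 525 nm; evaluation: percent inhibition as loss of matrix-bound fibronectin fluorescence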
RAD54 inh: inhibitors of human RAD54 branch migration, primary screen, biochemical, fluorescence, single point; RAD54 Holliday junction branch migration, FAM/BHQ fluorescence; DNA repair and recombination protein RAD54-like (Homo sapiens), Q92698; 360,000 compounds, 0.14% hits; inhibition, % at 10.4 µM;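 active = mean normalized replicate activity at least 40 and at least half of replicates scoring 40 or more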;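 note: 0% = median of neutral control wells and 100% = median of positive control wells; inhibitors cause a drop in the FAM fluorescence signal; in these data hits start at about 50%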
Xi reactivation: activators of inactive X chromosome reactivation, primary screen, imaging, XiGFP fibroblasts, GFP high-content imaging, set 2; XiGFP mouse fibroblasts, % GFP-positive cells imaging, 3 d; cells co-treated with 5-aza-dC sensitizer; scaled so ellipticine positive control = 100%; activation, % at 7.58 µM; 360,000 compounds, 0.055% hits; AID 743238, 2013;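 active = mean normalized replicate activation at least 10% and every replicate at or above 10%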;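 note: 0% = median of on-plate neutral control wells and 100% = ellipticine 6 µM median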
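material = 68-5-11 XiGFP fibroblast line | medium = DMEM plus 5-aza-dC sensitizer | schedule = 3 days compound exposure | benchmarks = positive control ellipticine, 6 µM final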
S100A4 MyoIIA: inhibitors of S100A4-myosin IIA peptide binding, primary screen, biochemical, fluorescence polarization, TAMRA-MyoIIA peptide | Protein S100-A4 (Homo sapiens), P26447 | inhibition, % at 10.7 µM | 360,000 compounds, 0.14% hits;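 active = mean inhibition of at least 70% across replicates, with every replicate also reaching that level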
Target sequence (P26447 whole entry, looked up): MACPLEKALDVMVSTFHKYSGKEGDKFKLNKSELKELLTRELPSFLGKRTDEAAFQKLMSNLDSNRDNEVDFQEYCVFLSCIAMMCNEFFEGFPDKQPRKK
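Material: S100A4 monomer protein / Buffer or medium: 50 mM HEPES pH 7.2, 10 mM CaCl2, 100 mM KCl / Times: 5 min incubation before reading / Benchmarks: neutral control DMSO, positive control TFP / Reagent: labelled myosin peptide probe, 5 nM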
RAD52 inh: RAD52 DNA annealing inhibitors, primary screen, biochemical, FRET, single point, set 2 | DNA repair protein RAD52 homolog (Homo sapiens), P43351 | recombinant RAD52 DNA annealing, FRET fluorescence | inhibition, % at 18.7 µM | 360,000 compounds, 0.46% hits | AID 651710, 2012;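 active = every replicate showing at least 50% inhibition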
E-sel inducer: E-selectin induction in HUVECs, primary screen, imaging, HUVEC, immunofluorescence imaging, single point; P16581; normalized: neutral wells 0, TNF-alpha wells 100; activation, % at 7.58 µM; 260,000 compounds, 0.37% hits;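 active = mean E-selectin-positive cell signal at least 10% of the positive control, reached in at least 60% of replicates, without over 20% cell loss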;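 note: in these data hits start at about 27%; measured in HUVEC primary endothelial cells; signal is the percent of cells scored E-selectin positive by PE staining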
Target sequence (P16581 whole entry, looked up): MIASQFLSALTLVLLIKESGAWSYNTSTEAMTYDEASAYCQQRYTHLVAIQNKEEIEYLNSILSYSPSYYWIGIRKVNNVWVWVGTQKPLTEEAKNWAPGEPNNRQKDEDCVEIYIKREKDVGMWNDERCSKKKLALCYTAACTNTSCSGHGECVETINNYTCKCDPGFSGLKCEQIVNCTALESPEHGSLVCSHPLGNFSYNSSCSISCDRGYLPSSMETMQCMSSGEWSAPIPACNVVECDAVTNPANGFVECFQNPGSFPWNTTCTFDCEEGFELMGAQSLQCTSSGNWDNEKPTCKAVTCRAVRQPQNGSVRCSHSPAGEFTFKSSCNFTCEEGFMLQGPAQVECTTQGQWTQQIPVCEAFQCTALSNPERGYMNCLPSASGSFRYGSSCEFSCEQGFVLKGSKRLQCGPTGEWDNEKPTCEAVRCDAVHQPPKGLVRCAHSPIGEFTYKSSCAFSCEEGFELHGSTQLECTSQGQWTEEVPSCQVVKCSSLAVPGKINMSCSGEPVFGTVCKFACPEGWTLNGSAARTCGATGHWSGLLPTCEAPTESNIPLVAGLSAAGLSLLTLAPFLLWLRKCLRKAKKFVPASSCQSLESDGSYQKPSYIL
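Read-out basis: % PE-positive cells; Test system: HUVEC primary endothelial cells; Technique: immunofluorescence imaging; Dosing: single-point compound dose.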
esBAF inh: Bmi1 luciferase reporter increase in mESCs, primary screen, esBAF inhibitor project, mouse ES cells, Bmi1 luciferase knock-in, single point; 24 h; 100% = twice the neutral-well signal; reporter increase, % at 12.5 µM; 350,000 compounds, 2% hits; AID 602393, 2012; in the data active = activation above about 40%;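 note: 0% = median of the plate's neutral control wells and 100% = double that signal; a rise in the Bmi1 reporter signal indicates esBAF inhibition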
EWS-Fli block: EWS/Fli-driven NR0B1 reporter inhibitors, primary screen, A673 cells, NR0B1 luciferase, luminescence, MLPCN library; viability-normalised; 350,000 compounds, 0.67% hits; inhibition, % at 12.6 µM;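 active = mean inhibition of at least 50% after viability correction, with every replicate also passing that limit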;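 note: firefly luciferase signal divided by Alamar Blue viability fluorescence both relative to DMSO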
* hit, by the source's call; . = not tested or not shown. Not a hit list, and some 3% of all compounds hit somewhere here.

SMILES | FN deposit inh | RAD54 inh | Xi reactivation | S100A4 MyoIIA | RAD52 inh | E-sel inducer | esBAF inh | EWS-Fli block
CSc1ccccc1OCc1cc(C(=O)N(Cc2nccn2C)C(C)C)no1 | -2 | 2 | 0.0 | 0 | 9 | -1.1 | 29 | .
O=C(CSc1nnnn1Cc1ccccc1)Nc1ccccc1 | -9 | 10 | 0.4 | -4 | -15 | 4.0 | 2 | 6
Cn1c(/C=C(\C#N)C(N)=S)ccc1-c1ccc(Br)cc1 | 1 | . | 0.1 | 9 | -22 | -1.6 | . | -5
CC(=O)N(C)C[C@H]1Oc2cc(C#Cc3cccc(F)c3)ccc2S(=O)(=O)N([C@@H](C)CO)C[C@H]1C | 1 | -8 | -1.3 | 18 | 14 | 0.2 | 2 | -4
Cc1nc2c(C)cccn2c1/C(O)=C1\C(=O)C(=O)N(CCN(C)C)C1c1ccco1 (configuration not stated) | 1 | . | 1.6 | 1 | 1 | . | . | -6
CCNC(=O)[C@H]1[C@H](CO)[C@H]2Cn3c(ccc(C4=CCCCC4)c3=O)[C@@H]1N2Cc1ccncc1 | . | 11 | 0.0 | 12 | -13 | 0.9 | -1 | -13
CC(C)(O)C#Cc1ccc([C@@H]2[C@@H](CO)N3CCCCN(C(=O)c4cccnc4)C[C@H]23)cc1 | . | -3 | 0.0 | -20 | -13 | -0.3 | . | -2
C[C@H]1CN([C@@H](C)CO)C(=O)CCCn2cc(nn2)CO[C@@H]1CN(C)CC1CCCCC1 | -1 | -1 | -0.4 | 19 | 10 | 0.0 | 0 | -3
Cn1ccnc1SCC(=O)c1ccc(Cl)cc1 | . | 9 | 0.1 | 15 | -5 | . | 38 | -39
CC(=O)N1C(c2ccccc2O)C[C@]2(C)CC(=O)NC12 (some centres not stated) | -18 | . | 0.0 | 9 | -10 | . | . | -2
Cc1c(CC(=O)O)c(=O)oc2c(C)c(OCc3ccc(F)cc3Cl)ccc12 | 1 | -1 | 0.0 | 0 | -14 | 0.0 | 4 | 1
Cc1ccc(-c2ccc(/C=N/NC(=O)Cc3nnc(N)s3)o2)cc1Cl | -16 | -9 | 0.0 | -11 | -1 | 0.1 | 13 | -8
OC[C@H]1[C@@H](c2ccc(-c3cccc(F)c3)cc2)[C@@H]2CN(CCC(F)(F)F)CCCCN12 | . | -14 | 0.1 | 12 | -14 | -0.5 | 1 | 8
C[C@@H]1CN([C@@H](C)CO)C(=O)c2cc(N(C)C)ccc2O[C@@H](C)CCCCO[C@H]1CN(C)C(=O)CCC(F)(F)F | . | -3 | -0.4 | 23 | -29 | -0.3 | 3 | -5
COc1ccc(OCCn2c(N)nc3ccccc32)cc1 | -5 | -5 | 0.0 | -20 | -28 | 0.0 | -6 | 3
CO[C@H]1CN(C)C(=O)c2ccc(NC(=O)c3ccccc3)cc2OC[C@H](C)NC[C@@H]1C | -7 | . | 1.3 | 3 | -8 | -0.1 | . | .
O=C(N[C@@H](Cc1ccccc1)C(=O)OCc1ccccc1)c1nc[nH]c1C(=O)N[C@@H](Cc1ccccc1)C(=O)OCc1ccccc1 | 4 | 8 | 0.0 | -2 | -8 | . | 4 | 2
O=c1c2ccccc2sn1-c1cccc(Cl)c1 | . | 5 | 0.3 | 0 | -5 | . | 20 | 3
CC1CCCC(NC(=O)C2CCN(S(=O)(=O)c3cnc[nH]3)CC2)C1C (configuration not stated) | -6 | -9 | 0.1 | 2 | 4 | . | 1 | 1
COc1cc2c(cc1O)CCN(C(=O)CSc1nncn1C)[C@@H]2C | . | -8 | . | -3 | -4 | . | -8 | 2

Some values from the list.
COc1cc2c(cc1O)CCN(C(=O)CSc1nncn1C)[C@@H]2C in RAD52 inh reads -4
COc1ccc(OCCn2c(N)nc3ccccc32)cc1 in RAD54 inh reads -5

Later entries:
SMILES | FN deposit inh | RAD54 inh | Xi reactivation | S100A4 MyoIIA | RAD52 inh | E-sel inducer | esBAF inh | EWS-Fli block
COc1ccc(Oc2cc(C)nc(Cl)n2)nn1 | 7 | . | 0.0 | -3 | 1 | . | . | 2
Cc1ccccc1NC(=O)NC1(C(=O)N2CCC(C(N)=O)CC2)CCCCC1 | 6 | -11 | 0.1 | -11 | -2 | -0.1 | -8 | 1
Cc1cc(-n2c(SCC(=O)NCCC3=CCCCC3)nc3n[nH]c(C)c3c2=N)ccc1Cl | -9 | 3 | 0.1 | -4 | -7 | 1.5 | -35 | .
CNc1cncc(-c2ccoc2)n1 | -1 | -13 | 0.1 | 0 | -34 | 0.1 | 1 | -4
CC(C)NC(=O)Nc1ccc2c(c1)C(=O)N(C)[C@H]1CC[C@H](CC(=O)Nc3ccccc3)O[C@H]1CO2 | -17 | -13 | 0.5 | 3 | -12 | 0.1 | 2 | 3
c1cc2c(cc1-c1[nH]ncc1CN1CC3C[C@@H]4CC1C[C@H](C3)C4)OCO2 | 14 | . | 0.0 | 0 | -9 | . | . | -1
COCC#Cc1ccc2c(c1)O[C@H](CN(C)C)[C@@H](C)CN([C@H](C)CO)S2(=O)=O | -4 | 4 | -0.2 | -9 | -3 | 0.5 | 5 | 2
Cc1cc(Cl)ccc1OCC(=O)Nc1nc(-c2cccnc2)cs1 | -2 | . | 0.0 | -7 | -2 | . | . | 7
C[C@@H]1CN([C@H](C)CO)S(=O)(=O)c2ccc(C#CCN(C)C)cc2O[C@H]1CN(C)CC1CCCC1 | . | -5 | -0.4 | 15 | -4 | 1.9 | -6 | 19
COc1ccc(CNC(=S)N2CCN(S(=O)(=O)c3cccc(F)c3)CC2)cc1 | 6 | . | 0.0 | 4 | -18 | -0.5 | 2 | -10
COc1cccc(C(C(=O)NCC2CCCO2)N(C(=O)Cn2nnc3ccccc32)c2ccccc2C(C)=O)c1OC (configuration not stated) | -5 | -3 | 0.3 | -11 | -1 | . | -4 | -5
CCN1[C@@H]2c3ccc(-c4ccccc4)c(=O)n3C[C@H]1[C@H](CO)[C@H]2C(=O)NC1CCC1 | . | 0 | 1.2 | -26 | -14 | 0.0 | 1 | -1
O=C(c1ccccc1F)N1CC(=O)N2[C@H](C1)[C@H](c1ccc(C#Cc3ccc(F)cc3)cc1)[C@@H]2CO | . | . | 0.0 | -6 | 1 | -0.5 | . | -2
CCC(CO)NC1=CC(=O)CCC1 (configuration not stated) | -4 | . | 0.0 | 0 | -8 | . | . | -1
COc1ccc2c3c([nH]c2c1)[C@@H](CO)N(C(=O)CN1CCOCC1)CC31CCN(Cc2ccccc2)CC1 | . | . | 0.2 | 8 | -2 | -0.3 | . | 28
Cc1ccc(NC(=O)COC(=O)C2CC3C=CC2C3)cc1S(=O)(=O)N1CCCCC1 (configuration not stated) | -4 | 5 | -0.1 | 1 | -10 | 0.8 | . | -11
Cc1nc2ccccc2c(C)c1C(=O)c1ccccc1 | 2 | . | 0.0 | 3 | -6 | . | . | -4
Brc1ccccc1OCCOc1cccc2cccnc12 | -4 | . | 0.2 | -6 | -3 | -0.1 | . | -42
COCCn1c(C)cc(/C=C2/NC(=O)N(c3cccc(Cl)c3)C2=O)c1C | 1 | . | -0.1 | -8 | -8 | . | . | -34
COCC#Cc1ccc([C@@H]2[C@H]3CN(C(=O)NC4CCCC4)CCCCN3[C@H]2CO)cc1 | -2 | 2 | 0.1 | -16 | -14 | 0.2 | 1 | -5
CCOC(=O)N1CCN(C(=O)CCc2ccc(S(=O)(=O)NC(C)(C)C)cc2)CC1 | 2 | 11 | 0.0 | 5 | -8 | . | -2 | 2
Cc1noc(C)c1NC(=O)N(C)C[C@H]1OCCCC[C@H](C)Oc2ccc(NS(=O)(=O)c3c(C)noc3C)cc2C(=O)N([C@@H](C)CO)C[C@@H]1C | . | 10 | -0.6 | -4 | -8 | 0.2 | -1 | -1
C[C@H](CO)N1C[C@H](C)[C@H](CN(C)C)Oc2c(NC(=O)Nc3ccccc3)cccc2C1=O | 0 | -5 | -0.8 | 6 | 14 | 0.1 | -5 | 0
CCC(=O)N(C)C[C@@H]1Oc2cc(-c3ccc(C)cc3)ccc2S(=O)(=O)N([C@@H](C)CO)C[C@H]1C | 5 | -3 | -0.6 | 0 | 6 | 1.1 | -2 | 10
C[C@H](CO)N1C[C@H](C)[C@@H](CN(C)CC2CC2)OCCCC[C@H](C)Oc2ccc(NC(=O)Nc3ccccc3)cc2C1=O | . | 7 | 0.0 | 3 | 43 | -0.2 | 2 | .
COc1cccc(C(C(=O)NCC2CCCO2)N(CC2CCCO2)C(=O)CN2C(=O)c3ccccc3S2(=O)=O)c1 (configuration not stated) | 2 | . | 0.0 | -5 | -8 | . | . | 5
O=[N+]([O-])c1cccc(-c2nc3ccccc3s/c2=N/O)c1 | 8 | 0 | 0.0 | 0 | 0 | -0.4 | 6 | 12
COc1ccc(S(=O)(=O)Nc2ccc3c(c2)C(=O)N([C@@H](C)CO)C[C@H](C)[C@@H](CN(C)S(=O)(=O)c2ccccc2)OCCCC[C@H](C)O3)cc1 | . | . | 0.3 | 4 | -11 | -0.1 | . | 6
Cc1cccc(NC(=S)N2CCCCC2c2cccnc2)c1C (configuration not stated) | -1 | -1 | 0.0 | 1 | 0 | 1.8 | -3 | 2
CC(=O)Nc1ccc(C(=O)OCC(=O)NC2CCCCCCC2)cc1 | -9 | . | 0.1 | -7 | 7 | -0.1 | . | 3

Complete entries, looked up by structure. Screens in order: FN deposit inh, RAD54 inh, Xi reactivation, S100A4 MyoIIA, RAD52 inh, E-sel inducer, esBAF inh, EWS-Fli block
COc1cccc(C(C(=O)NCC2CCCO2)N(CC2CCCO2)C(=O)CN2C(=O)c3ccccc3S2(=O)=O)c1 (configuration not stated) as listed: 2, ., 0.0, -5, -8, ., ., 5
Cc1noc(C)c1NC(=O)N(C)C[C@H]1OCCCC[C@H](C)Oc2ccc(NS(=O)(=O)c3c(C)noc3C)cc2C(=O)N([C@@H](C)CO)C[C@@H]1C as listed: ., 10, -0.6, -4, -8, 0.2, -1, -1
C[C@H](CO)N1C[C@H](C)[C@H](CN(C)C)Oc2c(NC(=O)Nc3ccccc3)cccc2C1=O as listed: 0, -5, -0.8, 6, 14, 0.1, -5, 0
CCC(=O)N(C)C[C@@H]1Oc2cc(-c3ccc(C)cc3)ccc2S(=O)(=O)N([C@@H](C)CO)C[C@H]1C as listed: 5, -3, -0.6, 0, 6, 1.1, -2, 10
